# NSD2 inh – inhibitors of human NSD2, primary screen, biochemical, plate reader, single point | Histone-lysine N-methyltransferase NSD2 (Homo sapiens), O96028 | NSD2-SET H3K36me1 DELFIA fluorescence | inhibition, % at 12.5 µM | actives 0.07% (n = 44,000) | AID 624260, 2012; in the data active = inhibition above about 54%, passing the limit was not always enough; inconclusive = no clear call, values can overlap the other calls;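 also: inhibitors reduce the monomethyl H3K36 fluorescence signal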
# Target sequence (O96028 whole entry, looked up): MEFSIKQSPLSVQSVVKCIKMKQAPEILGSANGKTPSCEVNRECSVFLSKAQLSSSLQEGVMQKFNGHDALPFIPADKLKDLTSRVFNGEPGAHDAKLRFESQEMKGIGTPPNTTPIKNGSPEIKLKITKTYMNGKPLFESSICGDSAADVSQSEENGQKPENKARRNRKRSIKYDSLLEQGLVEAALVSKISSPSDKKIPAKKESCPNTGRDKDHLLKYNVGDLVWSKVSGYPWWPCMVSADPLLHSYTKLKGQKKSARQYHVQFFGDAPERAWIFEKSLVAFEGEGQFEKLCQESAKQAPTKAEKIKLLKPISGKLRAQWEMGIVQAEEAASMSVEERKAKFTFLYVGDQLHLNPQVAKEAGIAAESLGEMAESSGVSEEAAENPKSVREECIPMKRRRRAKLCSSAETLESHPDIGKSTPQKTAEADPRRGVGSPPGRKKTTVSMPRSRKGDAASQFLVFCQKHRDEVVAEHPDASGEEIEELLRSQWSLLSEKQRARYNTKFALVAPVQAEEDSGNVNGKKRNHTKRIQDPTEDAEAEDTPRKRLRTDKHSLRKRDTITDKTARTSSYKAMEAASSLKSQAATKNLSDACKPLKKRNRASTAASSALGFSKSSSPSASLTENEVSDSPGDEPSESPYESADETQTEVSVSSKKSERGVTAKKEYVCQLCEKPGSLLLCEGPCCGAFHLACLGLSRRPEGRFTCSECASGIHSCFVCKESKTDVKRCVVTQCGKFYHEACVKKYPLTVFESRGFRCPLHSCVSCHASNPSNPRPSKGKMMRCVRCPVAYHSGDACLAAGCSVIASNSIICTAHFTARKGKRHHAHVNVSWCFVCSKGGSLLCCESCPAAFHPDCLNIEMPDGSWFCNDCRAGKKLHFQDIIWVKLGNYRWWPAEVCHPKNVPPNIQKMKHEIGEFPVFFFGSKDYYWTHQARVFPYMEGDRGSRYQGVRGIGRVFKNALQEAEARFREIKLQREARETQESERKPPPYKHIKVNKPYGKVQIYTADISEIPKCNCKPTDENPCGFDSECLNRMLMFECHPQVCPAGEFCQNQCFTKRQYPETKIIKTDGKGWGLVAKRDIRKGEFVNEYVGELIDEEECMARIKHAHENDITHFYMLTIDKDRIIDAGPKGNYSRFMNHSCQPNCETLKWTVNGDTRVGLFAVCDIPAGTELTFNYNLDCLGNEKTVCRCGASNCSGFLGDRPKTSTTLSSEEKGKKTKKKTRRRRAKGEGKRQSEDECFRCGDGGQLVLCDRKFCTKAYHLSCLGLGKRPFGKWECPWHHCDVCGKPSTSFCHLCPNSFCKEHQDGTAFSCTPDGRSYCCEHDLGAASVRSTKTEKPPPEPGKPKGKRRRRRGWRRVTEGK
# Numbers without * were called inactive; ? = inconclusive. These rows are one share of the data (hit frequency here may not be typical).
# Sample of the layout:
NSD2 inh,SMILES
?,C[C@H](CO)N1C[C@H](C)[C@@H](CN(C)C(=O)Nc2ccc(F)cc2)Oc2ccc(NC(=O)Nc3ccc(F)cc3)cc2C1=O
3,CCCC#Cc1cnc2c(c1)C(=O)N([C@H](C)CO)C[C@@H](C)[C@@H](CN(C)C(=O)Cc1cccnc1)O2
-26,COc1ccccc1S(=O)(=O)N[C@H]1CC[C@H](CC(=O)N2CCCCC2)O[C@@H]1CO
3,C[C@H]1CCCCO[C@H](CN(C)S(=O)(=O)c2ccccc2)[C@@H](C)CN([C@@H](C)CO)C(=O)c2cc(NC(=O)CCCN(C)C)ccc2O1
5,C[C@H]1CN([C@@H](C)CO)C(=O)Cc2cc(NS(=O)(=O)c3ccc(F)cc3)ccc2O[C@@H]1CN(C)Cc1ccncc1
4,COc1ccc(S(=O)(=O)Nc2ccc3c(c2)C(=O)N([C@@H](C)CO)C[C@@H](C)[C@@H](CN(C)Cc2ccc(C(=O)Nc4ccccc4N)cc2)O3)cc1
-1,CCn1ccc(CNC(=O)Nc2cccc(C(F)(F)F)c2)n1
2,C[C@@H]1CCCCO[C@H](CN(C)CC2CCCCC2)[C@H](C)CN([C@@H](C)CO)C(=O)c2cc(NC(=O)c3ccncc3)ccc2O1
-3,CCCC[C@H]1OB(O)C[C@H]2C1=C(COc1ccccc1)C[C@H]1C(=O)N(Cc3ccccc3)C(=O)[C@H]12
-3,C[C@H]1CN([C@@H](C)CO)C(=O)c2cc(-c3ccc(F)cc3)cnc2O[C@H]1CN(C)CC1CCOCC1
0,C[C@H](CO)N1C[C@H](C)[C@H](CN(C)Cc2ccncc2)Oc2ccc(NS(=O)(=O)c3cn(C)cn3)cc2C1=O

# The listing, repeating the preview:
NSD2 inh,SMILES
?,C[C@H](CO)N1C[C@H](C)[C@@H](CN(C)C(=O)Nc2ccc(F)cc2)Oc2ccc(NC(=O)Nc3ccc(F)cc3)cc2C1=O
3,CCCC#Cc1cnc2c(c1)C(=O)N([C@H](C)CO)C[C@@H](C)[C@@H](CN(C)C(=O)Cc1cccnc1)O2
-26,COc1ccccc1S(=O)(=O)N[C@H]1CC[C@H](CC(=O)N2CCCCC2)O[C@@H]1CO
3,C[C@H]1CCCCO[C@H](CN(C)S(=O)(=O)c2ccccc2)[C@@H](C)CN([C@@H](C)CO)C(=O)c2cc(NC(=O)CCCN(C)C)ccc2O1
5,C[C@H]1CN([C@@H](C)CO)C(=O)Cc2cc(NS(=O)(=O)c3ccc(F)cc3)ccc2O[C@@H]1CN(C)Cc1ccncc1
4,COc1ccc(S(=O)(=O)Nc2ccc3c(c2)C(=O)N([C@@H](C)CO)C[C@@H](C)[C@@H](CN(C)Cc2ccc(C(=O)Nc4ccccc4N)cc2)O3)cc1
-1,CCn1ccc(CNC(=O)Nc2cccc(C(F)(F)F)c2)n1
2,C[C@@H]1CCCCO[C@H](CN(C)CC2CCCCC2)[C@H](C)CN([C@@H](C)CO)C(=O)c2cc(NC(=O)c3ccncc3)ccc2O1
-3,CCCC[C@H]1OB(O)C[C@H]2C1=C(COc1ccccc1)C[C@H]1C(=O)N(Cc3ccccc3)C(=O)[C@H]12
-3,C[C@H]1CN([C@@H](C)CO)C(=O)c2cc(-c3ccc(F)cc3)cnc2O[C@H]1CN(C)CC1CCOCC1
0,C[C@H](CO)N1C[C@H](C)[C@H](CN(C)Cc2ccncc2)Oc2ccc(NS(=O)(=O)c3cn(C)cn3)cc2C1=O
-3,CO[C@H](CN(C)S(=O)(=O)c1cn(C)cn1)[C@@H](C)CN(C(=O)Nc1ccc(C(F)(F)F)cc1)[C@@H](C)CO
-10,C[C@@H]1CN([C@H](C)CO)C(=O)c2cccc(NC(=O)CCCCCC(=O)Nc3ccccc3N)c2O[C@@H]1CN(C)C(=O)Nc1ccc(F)cc1
6,CCCC#Cc1cnc2c(c1)C(=O)N([C@@H](C)CO)C[C@H](C)[C@@H](CN(C)C(=O)Cc1cccnc1)O2
22,C[C@@H]1CN([C@@H](C)CO)S(=O)(=O)c2ccc(C#Cc3ccc(F)cc3)cc2O[C@H]1CN(C)C(=O)CN(C)C
0,COCC(=O)Nc1ccc2c(c1)[C@@H]1C[C@H](CC(=O)NCc3ccccn3)O[C@H](CO)[C@@H]1O2
-400,COc1ccc(S(=O)(=O)Nc2ccc3c(c2)CC(=O)N([C@@H](C)CO)C[C@@H](C)[C@H](CN(C)C(=O)Nc2ccc4c(c2)OCO4)O3)cc1
3,COc1ccc(S(=O)(=O)N(C)C[C@@H]2Oc3c(NC(=O)C4CCOCC4)cccc3C(=O)N([C@H](C)CO)C[C@H]2C)cc1
2,C[C@H](CO)N1C[C@H](C)[C@H](CN(C)S(=O)(=O)c2ccc(F)cc2)Oc2c(NS(=O)(=O)c3cccs3)cccc2C1=O
-1,C[C@@H]1CN([C@@H](C)CO)C(=O)c2cc(C#Cc3ccccn3)cnc2O[C@H]1CN(C)Cc1cncnc1
5,COc1ccc(S(=O)(=O)Nc2ccc3c(c2)CC(=O)N([C@H](C)CO)C[C@@H](C)[C@@H](CN(C)S(=O)(=O)c2cccs2)O3)cc1
-7,COc1ccc(NC(=O)N(C)C[C@@H]2Oc3c(NC(=O)Nc4ccc(C(F)(F)F)cc4)cccc3C(=O)N([C@H](C)CO)C[C@H]2C)cc1
0,C[C@@H]1CN([C@@H](C)CO)C(=O)Cc2cc(NS(=O)(=O)c3ccccc3)ccc2O[C@@H]1CN(C)S(=O)(=O)c1cccs1
2,C[C@H]1CN([C@@H](C)CO)S(=O)(=O)c2ccc(C#CC(C)(C)O)cc2O[C@@H]1CN(C)CC1CC1
-11,COCC#Cc1cnc2c(c1)C(=O)N([C@@H](C)CO)C[C@H](C)[C@@H](CN(C)C(=O)Nc1ccc(OC)cc1)O2
-1,CC(=O)N(C)C[C@@H]1Oc2ncc(C#Cc3ccccc3)cc2C(=O)N([C@@H](C)CO)C[C@@H]1C
-5,CCC(=O)N(C)C[C@@H]1Oc2ncc(C#Cc3ccccc3OC)cc2C(=O)N([C@@H](C)CO)C[C@H]1C
2,C[C@@H]1CN([C@@H](C)CO)C(=O)c2cc(NC(=O)c3ccncc3)ccc2O[C@@H]1CN(C)S(=O)(=O)c1cn(C)cn1
-5,C[C@H]1CN([C@@H](C)CO)C(=O)Cc2cc(NC(=O)Cc3cn(C)c4ccccc34)ccc2O[C@H]1CN(C)Cc1ccc2c(c1)OCO2
-2,CC(C)NC(=O)N(C)C[C@H]1Oc2c(NC(=O)c3ccncc3)cccc2C(=O)N([C@H](C)CO)C[C@@H]1C
-5,C/C=C/c1ccc2c(c1)O[C@@H](CN(C)C(=O)Nc1ccc(F)cc1)[C@@H](C)CN([C@H](C)CO)S2(=O)=O
-2,C[C@@H]1CN([C@@H](C)CO)C(=O)c2cc(NC(=O)C3CCCCC3)ccc2O[C@H]1CN(C)S(=O)(=O)c1cn(C)cn1
0,O=C(Nc1ccc(Cl)cc1)c1csc(COc2ccc3nonc3c2)n1
-1,CCCNC(=O)N(C)C[C@H]1Oc2ncc(-c3ccc(C(=O)N(C)C)cc3)cc2C(=O)N([C@H](C)CO)C[C@H]1C
0,C[C@@H]1CN([C@H](C)CO)C(=O)c2cc(NC(=O)C3CCCCC3)ccc2O[C@@H]1CN(C)S(=O)(=O)c1ccccc1
-5,C[C@H](CO)N1C[C@H](C)[C@@H](CN(C)S(=O)(=O)c2cccs2)OCCCC[C@H](C)Oc2ccc(NS(=O)(=O)c3ccc(Cl)cc3)cc2C1=O
-4,C[C@H]1CN([C@@H](C)CO)C(=O)c2cc(NC(=O)CCCN(C)C)ccc2O[C@H]1CN(C)C
4,COC(=O)CCCCCCC(=O)N/N=C/c1ccc(S(=O)(=O)O)o1
4,CN1CCN(C(=O)C[C@H]2C[C@@H]3c4cc(NS(=O)(=O)c5ccc(F)cc5)ccc4O[C@@H]3[C@@H](CO)O2)CC1
-4,CCn1c(=O)[nH]c2cc(Cl)c(Cl)cc21
-5,C[C@H](O)C#Cc1cnc2c(c1)C(=O)N([C@H](C)CO)C[C@H](C)[C@H](CN(C)Cc1ccccn1)O2
-4,C[C@@H]1CN([C@H](C)CO)C(=O)c2cc(NC(=O)Nc3cccc4ccccc34)ccc2O[C@@H]1CN(C)S(=O)(=O)c1ccc(Cl)cc1
3,C[C@@H]1CN([C@@H](C)CO)C(=O)c2cc(NC(=O)Cc3cn(C)c4ccccc34)ccc2O[C@H]1CN(C)C(=O)Nc1cccc2ccccc12
6,COc1ccc(NC(=O)N(C)C[C@@H]2Oc3ccc(NC(=O)CCC(F)(F)F)cc3CC(=O)N([C@H](C)CO)C[C@H]2C)cc1
85*,O=c1c(O[C@@H]2O[C@H](CO)[C@H](O)[C@H](O)[C@H]2O)c(-c2cc(O)c(O)c(O)c2)oc2cc(O)cc(O)c12
-2,C[C@H]1CCCCO[C@H](CN(C)S(=O)(=O)c2ccc(F)cc2)[C@@H](C)CN([C@@H](C)CO)C(=O)c2cc(NS(=O)(=O)c3ccc(Cl)cc3)ccc2O1
4,C[C@@H]1CN([C@@H](C)CO)C(=O)c2cc(NC(=O)CCC(F)(F)F)ccc2O[C@@H]1CN(C)Cc1ccc(C(=O)O)cc1
-1,Nc1nc(SCc2nnc(Nc3ccccc3)s2)nc2sc3c(c12)CCC3
0,C[C@@H]1CN([C@H](C)CO)C(=O)Cc2cc(NC(=O)Cc3cn(C)c4ccccc34)ccc2O[C@H]1CN(C)C(=O)Nc1cccc2ccccc12
4,Cc1ccc(S(=O)(=O)N(C)C[C@@H]2Oc3cc(Br)ccc3S(=O)(=O)N([C@H](C)CO)C[C@@H]2C)cc1
-2,C[C@H]1CN([C@@H](C)CO)C(=O)c2cccc(NS(C)(=O)=O)c2O[C@@H]1CN(C)C(=O)Nc1cccc2ccccc12
-7,CNC[C@H]1Oc2ccc(NC(=O)Cc3cn(C)c4ccccc34)cc2CC(=O)N([C@H](C)CO)C[C@H]1C
-3,CCC(=O)N(C)C[C@H]1Oc2cc(C#CCOC)ccc2S(=O)(=O)N([C@@H](C)CO)C[C@H]1C
2,COC(=O)CCCCCCC(=O)N/N=C/c1c(O)ccc2ccccc12
4,C[C@@H]1CCCCO[C@@H](CN(C)S(C)(=O)=O)[C@H](C)CN([C@@H](C)CO)C(=O)c2cc(NC(=O)Nc3ccc(F)cc3)ccc2O1
20,C[C@@H]1CN([C@@H](C)CO)C(=O)c2cc(-c3ccc(C(=O)N(C)C)cc3)cnc2O[C@H]1CN(C)C
0,CC(C)NC(=O)Nc1cccc2c1O[C@H](CN(C)Cc1ccc(-c3ccccc3)cc1)[C@H](C)CN([C@H](C)CO)C2=O
2,COc1ccc(S(=O)(=O)N(C)C[C@@H]2OCCCC[C@H](C)Oc3ccc(NC(=O)Nc4cccc5ccccc45)cc3C(=O)N([C@H](C)CO)C[C@H]2C)cc1
-11,CCC(=O)N(C)C[C@H]1Oc2cc(-c3ccc(OC)cc3)ccc2S(=O)(=O)N([C@H](C)CO)C[C@H]1C
0,O=C(C[C@H]1CC[C@H](NC(=O)Nc2ccc3c(c2)OCO3)[C@H](CO)O1)NCc1ccc(Cl)cc1

# NSD2 inh: what is marked active above.
NSD2 inh,SMILES
85*,O=c1c(O[C@@H]2O[C@H](CO)[C@H](O)[C@H](O)[C@H]2O)c(-c2cc(O)c(O)c(O)c2)oc2cc(O)cc(O)c12

# More compounds follow.
NSD2 inh,SMILES
1,C=CCOC(=O)[C@H]1[C@@H]2C(=O)O[C@@H](c3ccccc3)[C@@H](c3ccccc3)N2[C@@H](c2ccc(OCCOC(=O)[C@@H]3C[C@@H]4C(=O)NCC(=O)N4[C@@H]3c3ccc(O)cc3)cc2)[C@]12C(=O)Nc1ccccc12
2,COc1ccc(CN(C)C[C@@H]2Oc3ccc(NS(C)(=O)=O)cc3CC(=O)N([C@H](C)CO)C[C@H]2C)cc1
-3,C[C@@H]1CN([C@@H](C)CO)C(=O)c2cccc(NS(=O)(=O)c3ccc(Cl)cc3)c2O[C@H]1CN(C)Cc1ccc(C(=O)O)cc1
39,C[C@H]1CN([C@@H](C)CO)C(=O)Cc2cc(NS(C)(=O)=O)ccc2O[C@H]1CN(C)C(=O)NC1CCCCC1
31,Cc1cc(C(=O)Nc2cccc3c2O[C@H](CN(C)C(=O)Nc2ccccc2)[C@H](C)CN([C@H](C)CO)C3=O)n(C)n1
4,C[C@@H]1CN([C@@H](C)CO)C(=O)Cc2cc(NC(=O)CCN3CCOCC3)ccc2O[C@H]1CN(C)S(=O)(=O)c1ccc(Cl)cc1
-2,O=S(=O)(N[C@@H]1CCCN(Cc2ccc(OCCO)cc2)C1)c1ccc(Cl)cc1
-2,C[C@H](CO)N1C[C@H](C)[C@H](CN(C)S(=O)(=O)c2ccccc2)Oc2ncc(/C=C/c3ccccc3)cc2C1=O
-2,COc1c(O[C@@H]2O[C@H](CO)[C@@H](O)[C@H](O)[C@H]2O)cc2c(c1OC)-c1ccc(SC)c(=O)cc1C(NC(C)=O)CC2 (stereo partly drawn)
-3,COC1=C/C(=C/c2c(N)n3c(SC(C)C)nsc3nc2=O)C=CC1=O
3,C[C@@H]1CN([C@@H](C)CO)C(=O)c2cc(NC(=O)CCN3CCOCC3)ccc2O[C@@H]1CN(C)C(=O)NC1CCCCC1
0,O=C(C[C@@H]1CC[C@@H](NC(=O)Nc2cc(F)ccc2F)[C@H](CO)O1)NCc1ccncn1
-4,C[C@@H]1CN([C@H](C)CO)C(=O)Cc2cc(NC(=O)Nc3ccc4c(c3)OCO4)ccc2O[C@H]1CN(C)Cc1ccc(-c2ccccc2)cc1
-3,O=C(NO)c1cccc(C(=O)N/N=C/c2ccccc2O)c1
2,CC12CC(c3ccoc3)OC(=O)C1CCC1(C)C2C2OC(=O)C1(O)C1OC21 (stereo not drawn)
-3,O=C(/C=C/c1ccccc1)NC(NC(=S)Nc1cccc2cccnc12)C(Cl)(Cl)Cl (stereo not drawn)
2,C[C@@H]1CN([C@@H](C)CO)C(=O)Cc2cc(NC(=O)NC3CCCCC3)ccc2O[C@@H]1CN(C)S(=O)(=O)c1cn(C)cn1
-3,COCCOC(=O)N1C(=O)[C@@]2(c3cc(C#Cc4ccc(OC)cc4)ccc31)[C@H](c1ccc(OCCO)cc1)N1[C@H](c3ccccc3)[C@H](c3ccccc3)OC(=O)[C@H]1[C@@H]2C(=O)NC[C@H](O)c1ccccc1
-6,Cc1ccc(OCC(O)CNc2ccc(Br)c(C(F)(F)F)c2)cc1C (stereo not drawn)
6,CN(C)C(=O)C[C@H]1CC[C@H](NC(=O)C2CC2)[C@@H](CO)O1
